Assay outcomes as filed in PubChem.
Peg3 prom inh: Peg3 promoter activity inhibition; inhibition, % at 20 µM; HeLa PEG-Prom luciferase reporter, luminescence, overnight; actives 1.7% (n = 360,000);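 active means inhibition of at least 50% at 20 µM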
KKLEB tox: counter-screen for CF NF-kB inhibitors: cytotoxicity | KKLEB CF airway cells viability, ATPlite luminescence, overnight; hits give low values; cells stimulated with P. aeruginosa culture filtrate | activity change (cytotoxicity), % at 5 µM | actives 0.36% (n = 360,000) | AID 602141;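 active means corrected activity change at or below -50% at 5 µM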
TWEAK-Fn14 inh: TWEAK-Fn14 signaling inhibition; TWEAK-stimulated Fn14 reporter cells, luciferase luminescence, 8 h; inhibition, % at 10 µM; actives 2% (n = 360,000); AID 1159606; in the data active means inhibition above about 50%
Shn3 3UTR inh: reduces Shn3 3'UTR luciferase signal in osteoblasts; Clone20 osteoblast Shn3 3'UTR firefly luciferase, 24 h; inhibition, % at 12.5 µM; actives 0.52% (n = 360,000); AID 588674;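 active means mean inhibition of at least 75% with every replicate also reaching 75%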;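 further: 0% = median of neutral control wells and 100% = pilot-screen positive control compound; some compounds past the cut are filed as inactive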
HIF-2a block: blocks HIF-2a reporter activity | 786-0 RCC cells HIF-2a reporter, luciferase luminescence, overnight | inhibition, % at 18.8 µM | actives 0.72% (n = 360,000) | AID 624352;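 active means inhibition of the luminescence signal of 40% or more relative to plate controls, in a single-dose primary screen at 18.75 µM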
TROY signal inh: inhibitors of TROY-dependent NF-kB signaling; inhibition, % at 10 µM; Q293 LMP1-TROYcd NF-kB luciferase reporter, 4 h; actives 0.98% (n = 360,000);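 active means compounds whose plate-normalised and pattern-corrected inhibition of the luciferase reporter signal at the single screening dose is 50% or more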
TRAIL sens C8: caspase-8 TRAIL sensitization. inhibition (viability loss, TRAIL sensitization), % at 10 µM. actives 1% (n = 360,000). NB7+C8 cells + TRAIL, ATPlite viability luminescence;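 active means compounds causing at least 50% loss of cell viability in the single-dose screen, relative to plate controls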
NR2E3 ag-1: agonists of human nuclear receptor NR2E3; Q9Y5X4; GST-NR2E3/biotin-RetCOR TR-FRET, 1536-well; inhibition of corepressor binding, % at 4.78 µM; actives 0.12% (n = 320,000); AID 2300;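 active means percent inhibition above the cutoff of mean plus 3 SD of all tested compounds, set per screening campaign, cut at about 20% in these data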;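 further: 0% = DMSO wells and 100% = biotin wells as full block of FRET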
Target sequence (Q9Y5X4 whole entry, looked up): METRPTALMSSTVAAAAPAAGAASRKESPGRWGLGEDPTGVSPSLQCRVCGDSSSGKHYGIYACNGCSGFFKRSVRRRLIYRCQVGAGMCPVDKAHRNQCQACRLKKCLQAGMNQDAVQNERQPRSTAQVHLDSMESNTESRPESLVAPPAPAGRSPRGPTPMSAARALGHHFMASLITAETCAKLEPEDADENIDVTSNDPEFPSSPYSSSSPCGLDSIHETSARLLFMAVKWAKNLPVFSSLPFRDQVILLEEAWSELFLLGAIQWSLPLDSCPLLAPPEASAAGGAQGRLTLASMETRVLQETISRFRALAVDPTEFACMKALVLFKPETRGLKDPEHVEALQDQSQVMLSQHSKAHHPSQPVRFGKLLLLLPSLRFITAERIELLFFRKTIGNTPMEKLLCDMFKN
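system = GST-tagged NR2E3 plus biotinylated RetCOR corepressor | input = 1.35 nM GST-NR2E3 | also added = 7 nM biotin-RetCOR | schedule = 5 h incubation at 4 °C | measured by = TR-FRET with europium anti-GST and streptavidin-D2, 340 nm excitation | read-out = percent loss of FRET ratio relative to control wells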
NR2E3 ag-2: agonists of human NR2E3 nuclear receptor. Q9Y5X4. CHO-S Gal4-NCOR/VP16-NR2E3 two-hybrid, luciferase. inhibition of corepressor binding, % at 3.98 µM. actives 0.35% (n = 360,000). AID 602229;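 active means inhibition above the mean of all tested compounds plus 3 SD, cut at about 70% in these data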;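 further: 0% = DMSO with NR2E3 transfected cells and 100% = cells lacking NR2E3 construct; higher means lower luciferase signal from less NR2E3 corepressor binding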
CF NFkB block: blocks PAF-induced NF-kB reporter in cystic fibrosis cells; KKLEB NF-kB-GFP reporter, GFP fluorescence overnight; inhibition, % at 5 µM; actives 0.86% (n = 360,000); AID 588850;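 active means at least 50% inhibition at 5 µM, scaled per plate between neutral and stimulator controls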;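 further: PAF is a Pseudomonas aeruginosa culture filtrate used as stimulus; plate controls were PAF-stimulated DMSO wells for no effect and unstimulated DMSO wells for full effect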
MITF TRPM1 inh: reduces MITF-dependent TRPM1 promoter luciferase signal | inhibition, % at 12.5 µM | SK-MEL-5 TRPM1 promoter luciferase, 24 h | actives 0.83% (n = 330,000);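 active means mean inhibition across replicates of 60% or more, whatever share of single replicates reaches that level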; further: values of inactives mirror those of a sister screen read the other way
Numbers without * were called inactive; . = not tested or not shown.

Below each compound: Peg3 prom inh	KKLEB tox	TWEAK-Fn14 inh	Shn3 3UTR inh	HIF-2a block	TROY signal inh	TRAIL sens C8	NR2E3 ag-1	NR2E3 ag-2	CF NFkB block	MITF TRPM1 inh
1. O=C(CSc1nncn1-c1cccnc1)Nc1ccccc1C(F)(F)F
 : 3	3	0	2	12	-17	5	7	-8	13	-14
2. COc1ccc(NC(=O)COC(=O)c2cc(Cl)ccc2O)cc1S(=O)(=O)N1CCCCC1
 : 4	3	10	21	8	36	-5	2	-13	16	3
3. Cn1c(=O)c2c(ncn2CC(=O)OCC(=O)NC2CCCc3ccccc32)n(C)c1=O (stereo not drawn)
 : 13	4	-18	-12	14	-10	-1	-1	2	-4	3
4. O=c1c2[nH]cnc2n(-c2cccc(Br)c2)c(=O)n1Cc1ccccc1
 : 24	-15	3	3	16	5	-21	-2	-5	32	-5
5. COc1cc(CNC(=O)c2ccc3c(c2)S(=O)(=O)c2ccccc2C3=O)cc(OC)c1
 : 15	10	-23	-4	13	-5	-3	0	-16	-8	-7
6. O=C(c1ccc2c3c(cccc13)CC2)N1CCN(c2ncccn2)CC1
 : 20	-3	-8	-12	-10	16	-12	4	6	8	7
7. COC(=O)c1cccc(NC(=O)c2cccc(N3C(=O)CCC3=O)c2)c1
 : 0	-31	-2	1	6	-13	4	3	-15	-19	-4
8. C=C(CCO)C1=CCN(S(=O)C(C)(C)C)[C@@H]1CCO (stereo partly drawn)
 : 1	9	16	1	7	-7	2	.	11	-23	0
9. Cc1cccc(Cn2cc(SCC(=O)Nc3nccs3)c3ccccc32)c1
 : -51	1	-20	-43	-100	-22	-7	-1	2	30	-66
10. CCOc1nc(C)ccc1-c1noc(CC)n1
 : -3	5	-9	-8	6	-6	-1	2	7	4	6
11. CC(C)OC(=O)CC(=O)CSc1nc(-c2ccc(F)cc2)cc(-c2ccccc2)c1C#N
 : 21	-3	9	-1	18	-1	-5	1	-32	-8	15
12. CC1(C(=O)NCc2cccc(C(F)(F)F)c2)CCN1Cc1cc2ccccc2o1 (stereo not drawn)
 : 10	-7	-28	-2	16	-11	24	.	7	-8	.
13. COc1ccccc1CC(=O)N1CCN(c2cccc(C(F)(F)F)c2)CC1
 : -6	14	6	72	17	0	6	2	50	-5	-1
14. CN1CCc2c(sc(NC(=O)c3ccc(S(=O)(=O)N4CCCCCC4)cc3)c2C(N)=O)C1
 : 14	4	-29	7	1	12	11	-1	-31	-5	32
15. CN(C)CCNC(=O)Nc1ccc(F)cc1F
 : 8	6	-14	-13	6	2	-4	0	0	1	-6

The list goes on (3 carried over from the part before).
Below each compound: Peg3 prom inh	KKLEB tox	TWEAK-Fn14 inh	Shn3 3UTR inh	HIF-2a block	TROY signal inh	TRAIL sens C8	NR2E3 ag-1	NR2E3 ag-2	CF NFkB block	MITF TRPM1 inh
13. COc1ccccc1CC(=O)N1CCN(c2cccc(C(F)(F)F)c2)CC1
 : -6	14	6	72	17	0	6	2	50	-5	-1
14. CN1CCc2c(sc(NC(=O)c3ccc(S(=O)(=O)N4CCCCCC4)cc3)c2C(N)=O)C1
 : 14	4	-29	7	1	12	11	-1	-31	-5	32
15. CN(C)CCNC(=O)Nc1ccc(F)cc1F
 : 8	6	-14	-13	6	2	-4	0	0	1	-6
16. Cc1cc(/C=C2/NC(=O)NC2=O)c(C)n1-c1ccc(C#N)cc1
 : 5	10	-7	-15	5	3	-6	1	-2	15	-2
17. CC(=O)Nc1ccc(/C=C/c2nc3ccccc3[nH]c2=O)cc1
 : -77	4	1	-48	-90	-55	8	2	-8	-12	-43
18. Cc1ccc(C)c(OCCC(=O)OCC(=O)NC2CCCC2)c1
 : 3	-12	1	-21	-2	-1	9	2	-13	-4	-1
19. COc1ccc(CC(=O)NNc2ncnc3c2cnn3-c2ccc(C)cc2)cc1
 : 15	-15	-18	-16	9	3	-9	0	-28	-8	9
20. O=C(c1cccc(-c2nnc(-c3ccccc3)o2)c1)N1CCCCC1
 : -172	2	-28	-27	-147	-61	5	2	-76	8	-47
21. CSc1cccc(NC(=O)COC(=O)C2CCN(S(=O)(=O)c3ccccc3)CC2)c1
 : 9	11	-11	-3	8	0	4	4	-12	-4	.
22. CCOc1ccc(S(=O)(=O)Nc2cccc(C(=O)NCCCn3ccnc3)c2)cc1
 : 3	1	-15	13	12	-1	1	5	-9	2	6
23. C[C@H](CO)N1C[C@H](C)[C@@H](CN(C)C)Oc2c(NS(=O)(=O)c3ccccc3)cccc2C1=O
 : -12	-11	11	-11	18	-3	-21	.	-2	16	-15
24. CN(C)Cc1ccccc1CCc1ccccc1
 : -3	5	0	.	14	-10	-19	3	35	9	.
25. COc1ccc(NC(=O)CSc2n[nH]c(-c3ccco3)n2)cc1
 : 0	-6	-6	-31	-1	11	2	-4	3	-11	6
26. C=CCOc1ccc(CNCc2cccnc2)cc1
 : -28	9	-18	0	-1	-3	12	-3	1	-7	1
27. COc1cccc(C(=O)NCC(=O)N/N=C(C)\C=C\c2ccccc2)c1
 : 11	8	-1	2	17	3	5	4	17	-6	-6
28. NC(=O)COc1ccc(S(=O)(=O)N2CCCC2)cc1
 : 5	-3	0	1	5	8	-16	.	3	19	.
29. CCc1ccccc1NC(=O)c1cnn(-c2ccccc2)c1C
 : -55	9	-19	-14	-91	-5	7	5	-43	1	-37
30. CN(C)S(=O)(=O)c1ccc(C(=O)NCC2CC2(Cl)Cl)cc1 (stereo not drawn)
 : 1	-4	22	-16	15	-4	5	3	-6	-7	-2

31	O=C(Nc1ccc2oc(=O)ccc2c1)c1ccc(-c2cccc([N+](=O)[O-])c2)o1
32	Cc1ccccc1S(=O)(=O)N(C)C[C@@H]1OCc2cnnn2CCCC(=O)N([C@@H](C)CO)C[C@@H]1C
33	Cc1c(C(=O)Nc2cccc(-c3nnc4n3CCCCC4)c2)oc2ccccc12
34	Cc1cc(C)c(C)c(C(=O)c2ccccc2C(=O)O)c1C
35	CCOC1=C2CN(S(=O)(=O)c3ccc(C)cc3)[C@H](c3ccccc3)C[C@@H]2N(S(=O)(=O)c2ccc(C)cc2)[C@H](c2cccs2)C1
36	CCOC(=O)C(=CNc1cccc(C)n1)C(=O)OCC
37	CC1(C)Cc2cccc(OCC(=O)OCc3nnc(-c4ccc([N+](=O)[O-])cc4)o3)c2O1
38	Cn1cc(CNCc2ccc(OC(F)(F)F)cc2)c(-c2ccc3c(c2)OCCO3)n1
39	CC(C)(C)OC(=O)NC1CNNC1=O (stereo not drawn)
40	CC1=Nn2c(nnc2-c2ccccc2)SC1

| compound no. | 31 | 32 | 33 | 34 | 35 | 36 | 37 | 38 | 39 | 40 |
| --- | --- | --- | --- | --- | --- | --- | --- | --- | --- | --- |
| Peg3 prom inh | 45 | 11 | -6 | 2 | -7 | 20 | 6 | -88 | 7 | 12 |
| KKLEB tox | 6 | -5 | 7 | -1 | -5 | 6 | 6 | -4 | 11 | 2 |
| TWEAK-Fn14 inh | -11 | -21 | 4 | -9 | -24 | 3 | -11 | 29 | 7 | -3 |
| Shn3 3UTR inh | 13 | -10 | 8 | -15 | -5 | -5 | -4 | . | -20 | 3 |
| HIF-2a block | -7 | 5 | -63 | 10 | 0 | 12 | 3 | 5 | 1 | 5 |
| TROY signal inh | -30 | -1 | 2 | 0 | 18 | -4 | 6 | 20 | 18 | -1 |
| TRAIL sens C8 | -14 | 24 | -1 | -5 | 2 | -8 | -4 | 5 | 3 | -6 |
| NR2E3 ag-1 | -3 | . | 3 | 3 | . | -1 | 1 | -2 | 2 | -3 |
| NR2E3 ag-2 | -4 | -36 | -31 | -1 | -43 | -28 | 10 | 76* | 12 | -1 |
| CF NFkB block | -37 | 5 | -10 | 10 | 19 | -2 | -40 | 3 | -1 | 8 |
| MITF TRPM1 inh | . | . | -15 | -1 | . | -1 | 10 | -17 | 10 | 0 |

Three entries from above, with each value named:
#30 CN(C)S(=O)(=O)c1ccc(C(=O)NCC2CC2(Cl)Cl)cc1 (stereo not drawn)
  Peg3 prom inh = 1
  KKLEB tox = -4
  TWEAK-Fn14 inh = 22
  Shn3 3UTR inh = -16
  HIF-2a block = 15
  TROY signal inh = -4
  TRAIL sens C8 = 5
  NR2E3 ag-1 = 3
  NR2E3 ag-2 = -6
  CF NFkB block = -7
  MITF TRPM1 inh = -2

#31 O=C(Nc1ccc2oc(=O)ccc2c1)c1ccc(-c2cccc([N+](=O)[O-])c2)o1
  Peg3 prom inh = 45
  KKLEB tox = 6
  TWEAK-Fn14 inh = -11
  Shn3 3UTR inh = 13
  HIF-2a block = -7
  TROY signal inh = -30
  TRAIL sens C8 = -14
  NR2E3 ag-1 = -3
  NR2E3 ag-2 = -4
  CF NFkB block = -37
  MITF TRPM1 inh = .

#32 Cc1ccccc1S(=O)(=O)N(C)C[C@@H]1OCc2cnnn2CCCC(=O)N([C@@H](C)CO)C[C@@H]1C
  Peg3 prom inh = 11
  KKLEB tox = -5
  TWEAK-Fn14 inh = -21
  Shn3 3UTR inh = -10
  HIF-2a block = 5
  TROY signal inh = -1
  TRAIL sens C8 = 24
  NR2E3 ag-1 = .
  NR2E3 ag-2 = -36
  CF NFkB block = 5
  MITF TRPM1 inh = .

Further structures follow:
41	N#Cc1nc(-c2cccc3ccccc23)oc1NCC1CCCO1 (stereo not drawn)
42	CCCCC(=O)Nc1ccccc1C(=O)OCC(=O)c1ccc2c(c1)OCCO2
43	CC(C)NC(=O)c1ccccc1NC(=O)c1ccccc1N(C)S(C)(=O)=O
44	CC12CCC(c3c(C(=O)N4CCOCC4)nn(-c4ccccc4)c31)C2(C)C (stereo not drawn)
45	CCOC(=O)CNc1c(-c2ccc(O)cc2)nc2ccc(Cl)cn12
46	Cc1cc(=O)[nH]c(Nc2ccc(Cl)cc2)n1

| compound no. | 41 | 42 | 43 | 44 | 45 | 46 |
| --- | --- | --- | --- | --- | --- | --- |
| Peg3 prom inh | -134 | -67 | 5 | 11 | -55 | -7 |
| KKLEB tox | 6 | -6 | 10 | -11 | 0 | 16 |
| TWEAK-Fn14 inh | -6 | 10 | -3 | 1 | 11 | -6 |
| Shn3 3UTR inh | -8 | -46 | 58 | -2 | -10 | 1 |
| HIF-2a block | -200 | -72 | 5 | 12 | -82 | 2 |
| TROY signal inh | -35 | 13 | 17 | 28 | -42 | 14 |
| TRAIL sens C8 | -3 | 10 | 5 | -17 | 4 | 8 |
| NR2E3 ag-1 | 3 | -1 | 8 | 4 | 3 | -2 |
| NR2E3 ag-2 | -60 | 2 | 2 | -9 | -25 | -37 |
| CF NFkB block | 2 | -4 | -9 | 12 | -15 | -11 |
| MITF TRPM1 inh | . | -26 | 14 | 10 | -26 | -1 |

Only part of the results is shown (hit frequency here may not be typical).
